PI4K2A inh – inhibitors of human PI4K2A; purified PI4K2A, ADP-Glo luminescence, 1 h; hits give low values; 0.13% of 420,000 active; activity change, negative = inhibition, % at 76.9 µM; in the data active = activity change below about -50%; inconclusive = mostly about -30% to -49%;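 also: -100% = wells without enzyme as full effect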
Target sequence (Q9BTU6 whole entry, looked up): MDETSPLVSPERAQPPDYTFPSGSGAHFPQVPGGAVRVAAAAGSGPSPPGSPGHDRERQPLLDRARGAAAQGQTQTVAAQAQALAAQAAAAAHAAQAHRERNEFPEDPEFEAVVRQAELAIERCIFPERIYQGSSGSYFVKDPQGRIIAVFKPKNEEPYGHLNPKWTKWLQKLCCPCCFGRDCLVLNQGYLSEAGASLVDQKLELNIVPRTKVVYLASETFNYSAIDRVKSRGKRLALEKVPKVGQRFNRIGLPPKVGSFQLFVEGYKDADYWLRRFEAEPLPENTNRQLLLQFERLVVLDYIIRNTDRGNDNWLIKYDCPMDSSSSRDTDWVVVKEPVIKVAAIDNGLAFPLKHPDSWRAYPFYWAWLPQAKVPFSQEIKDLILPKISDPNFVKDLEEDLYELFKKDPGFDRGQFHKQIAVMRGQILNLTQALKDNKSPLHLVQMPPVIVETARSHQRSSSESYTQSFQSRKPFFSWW
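PI4K2A activity was measured by ADP-Glo luminescence: enzyme (4 ug/mL stock) and phosphatidylinositol (1.2 mM stock) in Tris pH 7.5/MgCl2/EGTA/Triton X-100 buffer were reacted with ATP (300 microM stock) for one hour at ambient temperature.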
G9a inh – blocks human histone lysine methyltransferase G9a; 8.8% of 350,000 active; Q96KQ7; G9a H3K9 monomethylation, AlphaScreen, 2 h; Potency, µM (series often up to 102 µM), for inactives: top-dose activity, negative = inhibition, usual class: inhibitors; also: potency is read from the fitted curve at half-maximal effect; % is scaled to controls: 0 for no effect and ±100 for the full control effect; nearly all actives have a fitted effect of over 75% in size
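Readings reflect AlphaScreen signal from monomethyl-H3K9 antibody detection. HMT at 20 nM; substrate b-H3K9 500 nM; cofactor SAM 20 uM; 2 h RT reaction; compounds tested as titrations in qHTS with 15 min preincubation.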
GLS inh – blocks human kidney-isoform glutaminase activity; O94925; GLS enzymatic activity, qHTS titration; Potency, µM (doses to about 45.5 µM), for inactives: at the highest dose activity change, negative = inhibition, most hits filed as inhibitors; 0.21% of 410,000 active; also: potency is read from the fitted curve at half-maximal effect; % is scaled to controls: 0 for no effect and ±100 for the full control effect
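hKGA in 45 mM KH2PO4 (pH 8.2), 0.02% Tween-20 with compound, then 1mM L-Glutamine (stock as added) plus glutamate oxidase/HRP/Amplex red coupling mix. Fluorescence read initially and after 30 min at RT; signal change reflects glutamate formation.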
PGK inhibitor – blocks T. brucei phosphoglycerate kinase; P07378; PGK/GAPDH coupled, Kinase-Glo luminescence, 60 min; Potency, µM (highest dose often 57.5 µM), without a hit: at the top dose activity change, negative = inhibition, actives largely listed as inhibitors; 0.043% of 380,000 active; AID 602233; also: potency is read from the fitted curve at half-maximal effect; % is scaled to controls: 0 for no effect and ±100 for the full control effect; nearly all actives have a fitted effect of over 60% in size
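Recombinant glycosomal PGK reaction used 1,3-bisphosphoglycerate generated in-well by GAPDH (100nM final) in 100mM TEA pH 7.6, 5mM MgCl2, 0.01% Tween-20. After 60 minutes at room temperature, ATP was read by Kinase-Glo Plus luminescence end-point.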
Pin1 inhibitor – inhibitors of human Pin1. Q13526. Pin1 FP peptide displacement, HiFluor488, 10 min. Potency, µM (titrated, usually from 115 µM), inactives show at the highest dose activity, negative = inhibition, usual class: inhibitors. 0.009% of 390,000 active; active = well fitted inhibition curve with a large enough effect in the polarisation, with a control signal flat, not every such curve was filed as active; inconclusive = small, poorly fitted or top-dose-only effect, or effect the other way, or a change in a side signal; inactive = no such curve, though single readings can be large or run the other way; the % refers to the polarisation; also: potency is read from the fitted curve at half-maximal effect; % is scaled to controls: 0 for no effect and ±100 for the full control effect
Target sequence (Q13526 whole entry, looked up): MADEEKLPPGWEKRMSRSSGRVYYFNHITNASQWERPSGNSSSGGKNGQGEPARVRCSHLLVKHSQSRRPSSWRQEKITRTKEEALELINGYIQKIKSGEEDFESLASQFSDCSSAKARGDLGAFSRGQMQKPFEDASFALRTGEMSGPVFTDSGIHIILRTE
JMJD2A Tudor – inhibitors of human JMJD2A Tudor domain. AlphaScreen JMJD2A-Tudor / H3K4me3 peptide binding. AID 504339. Potency, µM (highest dose often 114 µM), for inactives: at the highest dose activity change, negative = inhibition, usual class: inhibitors. O75164. 4.4% of 390,000 active; also: potency is read from the fitted curve at half-maximal effect; % is scaled to controls: 0 for no effect and ±100 for the full control effect; nearly all actives have a fitted effect of over 50% in size
ERG-DNA inh – inhibitors of human ERG Ets domain-DNA interaction. fluorescence polarization, His-ERG Ets domain / labelled DNA. Potency, µM (highest dose often 76.9 µM), for the others: at the top dose FP activity, negative = inhibition, usual class: inhibitors. 0.028% of 370,000 active; active = well fitted inhibition curve with a large enough effect in the polarisation, with a control signal flat; inconclusive = small, poorly fitted or top-dose-only effect, or effect the other way, or a change in a side signal; inactive = no such curve, though single readings can be large or run the other way; the % refers to the polarisation;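 also: polarization taken with two DNA probes labelled with fluorescein and Texas red; potency is read from the fitted curve at half-maximal effect; % of control where 0% means no effect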
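His-tagged ERG Ets domain (1 uM in the protein solution; 300mM KCl, 50mM Tris-HCl, 1mM EDTA, 1mM DTT, pH 7.5) received compound, then a probe mix of 5 nM fluorescein-DNA and 100nM Texas-615-DNA. Fluorescence polarization was read for both dyes.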
HP1b binding inh – HP1-beta chromodomain-methylated histone interaction inhibition. AlphaScreen HP1-beta / biotin-H3K9me3 peptide binding. Potency, µM (doses to about 114 µM), for the others: top-dose activity change, negative = inhibition, most hits filed as inhibitors. 0.56% of 390,000 active; also: potency is read from the fitted curve at half-maximal effect; nearly all actives have a fitted effect of over 70% in size; inactives centre near 23
Target sequence (P83916 whole entry, looked up): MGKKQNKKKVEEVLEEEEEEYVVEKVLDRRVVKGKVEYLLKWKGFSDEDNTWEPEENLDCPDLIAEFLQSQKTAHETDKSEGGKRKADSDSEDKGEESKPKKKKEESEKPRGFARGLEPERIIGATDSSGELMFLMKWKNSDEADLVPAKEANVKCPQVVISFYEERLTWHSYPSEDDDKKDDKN
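Compound inhibition of the preformed complex between 50 nM HP1-beta and 50 nM biotinylated H3K9me3 peptide was read by AlphaScreen. Buffer was PBS pH 7.4 with 0.01% Tween-20. Incubations ran 30 min at room temperature, with 10 ug/mL donor/acceptor beads.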
BAZ2B block – blocks human BAZ2B; AlphaScreen BAZ2B-H3K14Ac peptide displacement; Potency, µM (series often up to 114 µM), for inactives: at the highest dose activity change, negative = inhibition, actives largely listed as inhibitors; 4.4% of 360,000 active; AID 504333; also: potency is read from the fitted curve at half-maximal effect; % is scaled to controls: 0 for no effect and ±100 for the full control effect; nearly all actives have a fitted effect of over 60% in size
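In this displacement format the biotinylated H3(5-23) peptide acetylated at Lys14 serves as ligand at 50 nM, with BAZ2B at 50 nM in PBS pH 7.4 containing 0.01% Tween-20. Donor and acceptor beads are 10 ug/mL final.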
* hit, by the source's call; i = inactive; u = inconclusive; x = not tested or not shown; [ ] = remark or other dose. Unless noted, calls follow the shape of the dose curve; as a rule, active = well fitted curve in the direction sought with a large enough effect; inconclusive = small, poorly fitted or top-dose-only effect, or another doubt; inactive = no such curve, though single readings can be large; an effect the other way counts as inactive or inconclusive.

no. | structure | PGK inhibitor | PI4K2A inh | G9a inh | ERG-DNA inh | BAZ2B block
1 | O=C(Oc1csc(=S)n1C(=O)c1ccccc1)c1ccccc1 | -3% | 2 | 1µM* | 13% | u
2 | CC(C)CC1c2[nH]c3ccccc3c2CCN1C(=O)CCC(=O)N(C)C (stereo unspecified) | i | 1 | 0%[0.501 µM] | -2% | -15%
3 | Cc1ccc(OCCCC(=O)NC(C)c2ccccc2)cc1 (stereo unspecified) | 2% | 7 | -17% | -10% | 1%
4 | Cc1cc(C)c2nc3nc(C)cc(C)c3c(N)c2c1 | 2% | 6 | -2%[59 µM] | 0% | 2%
5 | COc1ccc(C(C(=O)NC(C)(C)C)N(C(=O)CCC(=O)Nc2cc(C)on2)c2ccc(C)c(C)c2)cc1 (stereo unspecified) | 3% | -2 | 14%[59 µM] | 1% | 2%
6 | O=C(NCCCn1ccnc1)/C(=C\c1ccc(Br)cc1)NC(=O)c1ccccc1 | -3% | 8 | 21% | -4% | -37%
7 | COc1ccc(CNC(=O)c2c[nH]c3ccccc3c2=O)cc1 | -1% | 0 | 13% | 3% | -3%
8 | O=C1CCCC/C1=C\Nc1ccc(Cl)cn1 | 2% | 3 | u | -4% | -21%
9 | Cc1cc(C)cc(NC(=O)CSc2oc(-c3ccccc3)nc2S(=O)(=O)c2ccccc2)c1 | -3% | 1 | -3%[59 µM] | 0% | -23%
10 | CC1CCCCC12NC(=O)N(CC(=O)Nc1ccccc1-c1ccccc1)C2=O (stereo unspecified) | -1% | -27 | -32% | -4% | -35%
11 | Cc1cc(SCC(=O)c2cccs2)nc2c(C)cccc12 | -2% | -3 | 76%[activator][59 µM] | -6% | 38%[57.1 µM]
12 | Cc1ccc(S(=O)(=O)Nc2nc(CN3CCOCC3)nc3sc(C)c(C)c23)cc1 | -4% | 2 | 19%[2.33 µM] | 20% | 3%

no. | GLS inh | Pin1 inhibitor | JMJD2A Tudor | HP1b binding inh
1 | 31% | -2% | 35µM* | 50µM*
2 | 20% | 1% | u | u
3 | 9% | -3% | 9% | 18%
4 | -4% | 1% | -23% | 2%
5 | -6% | -3% | -5% | 49%[activator]
6 | 34%[activator] | -11% | u | 11%
7 | -22% | 4% | -14% | 32%
8 | 14% | -13% | -22% | 9%
9 | -14% | 20% | -28% | 9%
10 | 14% | 1% | -11% | 11%
11 | 2% | u | 40%[activator] | 89%[activator]
12 | -4% | u | -16% | 67%[activator]

An excerpt from above in order of molar mass, highest first.
no. | structure | PGK inhibitor | PI4K2A inh | G9a inh | ERG-DNA inh | BAZ2B block
5 | COc1ccc(C(C(=O)NC(C)(C)C)N(C(=O)CCC(=O)Nc2cc(C)on2)c2ccc(C)c(C)c2)cc1 (stereo unspecified) | 3% | -2 | 14%[59 µM] | 1% | 2%
1 | O=C(Oc1csc(=S)n1C(=O)c1ccccc1)c1ccccc1 | -3% | 2 | 1µM* | 13% | u
3 | Cc1ccc(OCCCC(=O)NC(C)c2ccccc2)cc1 (stereo unspecified) | 2% | 7 | -17% | -10% | 1%

no. | GLS inh | Pin1 inhibitor | JMJD2A Tudor | HP1b binding inh
5 | -6% | -3% | -5% | 49%[activator]
1 | 31% | -2% | 35µM* | 50µM*
3 | 9% | -3% | 9% | 18%

By substructure: those above with an aryl methoxy group.
no. | structure | PGK inhibitor | PI4K2A inh | G9a inh | ERG-DNA inh | BAZ2B block
5 | COc1ccc(C(C(=O)NC(C)(C)C)N(C(=O)CCC(=O)Nc2cc(C)on2)c2ccc(C)c(C)c2)cc1 (stereo unspecified) | 3% | -2 | 14%[59 µM] | 1% | 2%
7 | COc1ccc(CNC(=O)c2c[nH]c3ccccc3c2=O)cc1 | -1% | 0 | 13% | 3% | -3%

no. | GLS inh | Pin1 inhibitor | JMJD2A Tudor | HP1b binding inh
5 | -6% | -3% | -5% | 49%[activator]
7 | -22% | 4% | -14% | 32%

Going on with the list.
no. | structure | PGK inhibitor | PI4K2A inh | G9a inh | ERG-DNA inh | BAZ2B block
13 | Cc1ccc(-c2nnc(Nc3ccc(C(=O)N(C)C)cc3)c3ccccc23)cc1S(N)(=O)=O | -5% | 0 | 48% | -1% | 2%
14 | COc1cc(/C=C(\C#N)C(=O)Nc2ccccc2C(=O)O)cc(Cl)c1OC | -18% | 0 | -46% | -5% | -13%
15 | CCC1C(=O)n2nc(-c3ccccc3)cc2N=C1C (stereo unspecified) | 5% | -2 | 12%[59 µM] | x | 7%
16 | COc1ccccc1NC(=O)COC(=O)c1ccc2c(c1)nc(C)n2-c1ccccc1 | 0% | 2 | -1%[59 µM] | -2% | -1%
17 | C=CCn1c(CCC(O)COCCC)n[nH]c1=S (stereo unspecified) | 4% | 1 | -34% | 12% | -27%
18 | CCSC1=C(C#N)C(c2ccc(F)cc2)CC(=O)N1 (stereo unspecified) | 0% | -4 | -13% | -8% | 6%
19 | CCC(C)(C(=O)Nc1c(C)cccc1C)N(C)C(=O)c1ccc2ccccc2n1 (stereo unspecified) | -3% | -4 | -5% | -1% | 2%
20 | O=C(O)c1cc2c(cc1Br)OCCCO2 | -1% | 5 | u | -21% | -3%

no. | GLS inh | Pin1 inhibitor | JMJD2A Tudor | HP1b binding inh
13 | 2% | 3% | -15% | 20%
14 | 8% | 8% | -20% | 1%
15 | -10% | -10% | -1% | 22%
16 | 65% | 0% | -7% | 18%
17 | -25% | 2% | 22µM* | 26%
18 | -23% | -2% | -3% | 32%
19 | -4% | 0% | -3% | 62%[activator]
20 | -11% | -4% | 2% | 23%

Only PI4K2A inh and Pin1 inhibitor, for some of the entries so far:
entry	smiles	PI4K2A inh	Pin1 inhibitor
13	Cc1ccc(-c2nnc(Nc3ccc(C(=O)N(C)C)cc3)c3ccccc23)cc1S(N)(=O)=O	0	3%
14	COc1cc(/C=C(\C#N)C(=O)Nc2ccccc2C(=O)O)cc(Cl)c1OC	0	8%
15	CCC1C(=O)n2nc(-c3ccccc3)cc2N=C1C (stereo unspecified)	-2	-10%

Bioassay records deposited in PubChem BioAssay by National Center for Advancing Translational Sciences (NCATS).
